# NOD1 inhibition: NOD1 signaling inhibitors, primary screen, cell-based, luminescence, uHTS (AID 1578). NOD1-driven NF-kB luciferase reporter cells, luminescence; higher % means a stronger effect. inhibition, % at 4 µM, or EC50 in µM where a hit was titrated. actives 1% (n = 290,000); in the data active = inhibition mostly above about 36%, no sharp cut-off; inactive = mostly below about 34%;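 also: HEK-293T reporter cells stimulated with the NOD1 agonist gamma-tri-DAP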
# West Nile virus CPE: West Nile virus antiviral activity, cell-based, CPE readout (AID 1621); one-dose CPE inhibition, % at 10 µM; IC50 in µM for titrated hits; actives 0.02% (n = 290,000); West Nile virus-infected cells, CPE inhibition; higher % means a stronger effect; in the data active = a potency from the dose series; inconclusive = CPE inhibition mostly from about 3.7% at the one dose, without a potency; inactive = the rest, 99 in 100 with CPE inhibition below about 2.2%; also: strong numbers were not always called active
# NS5 inhibitors: Dengue-2 NS5 methyltransferase inhibitors, primary screen, biochemical, confirmation dose response (AID 588689) | one-dose inhibition, % at 25 µM; IC50 in µM for titrated hits | actives 0.3% (n = 340,000) | Dengue-2 NS5 methyltransferase capping enzyme assay, biochemical; higher % means a stronger effect; in the data active = a potency from the dose series; inconclusive = inhibition above about 29% without an active follow-up result
# GPR35 arrestin U2OS: GPR35 antagonists blocking zaprinast-driven arrestin recruitment, primary screen, imaging, U2OS, beta-arrestin-GFP, zaprinast agonist (AID 2058); G-protein coupled receptor 35 (Homo sapiens); actives 0.052% (n = 290,000); inhibition, % at 10 µM; hits with a dose series show IC50 in µM; U2OS GPR35 beta-arrestin-GFP translocation imaging, zaprinast antagonism; higher % means a stronger effect;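 active = inhibition of at least 50% with at least 30 cells and total cytoplasm GFP at most 10,000,000; inconclusive = under 30 cells or total GFP of 10,000,000 plus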
# GPR55 activation: GPR55 agonists via beta-arrestin recruitment, primary screen, imaging, U2OS cells, beta-arrestin-GFP redistribution (AID 1961); G-protein coupled receptor 55 (Homo sapiens); activation, % at 10 µM, or EC50 in µM where a hit was titrated; actives 0.048% (n = 290,000); U2OS GPR55 beta-arrestin-GFP redistribution imaging; higher % means a stronger effect;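 active = activation above 40% with more than 50 cells counted in the well; inconclusive = wells holding fewer than 50 cells, flagged as toxic or sparse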;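 also: U2OS osteosarcoma cells stably expressing GPR55 and beta-arrestin-GFP; plate controls were DMSO negative control for no effect and LPI positive control for full effect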
# HIV fusion peptide: inhibitors of HIV fusion peptide binding, primary screen, biochemical, uHTS, fluorescence dequenching (AID 1986); one-dose inhibition, % at 20 µM; IC50 in µM for titrated hits; cell-free peptide binding, fluorescence dequenching, 30 min; higher % means a stronger effect; actives 0.3% (n = 290,000); in the data active = inhibition mostly above about 52%, no sharp cut-off; inactive = mostly below about 76%; also: some results filed as inactive read as strong as hits
# GPR55 LPI antagonism: GPR55 antagonists blocking LPI-driven arrestin recruitment, primary screen, imaging, U2OS, beta-arrestin-GFP, LPI agonist (AID 2013) | inhibition, % at 10 µM; hits with a dose series show IC50 in µM | G-protein coupled receptor 55 (Homo sapiens) | actives 0.13% (n = 290,000) | U2OS GPR55 beta-arrestin-GFP translocation imaging, LPI antagonism; higher % means a stronger effect;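 active = spots per cell inhibited over 60%, with over 100 cells counted and total cytoplasm intensity under 500,000; inconclusive = wells with under 100 cells, flagged as likely toxic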;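 also: U2OS cells stably carrying GPR55 and arrestin-GFP stimulated by 5 µM LPI near EC80; imaged beta-arrestin-GFP aggregate spots per cell after agonist stimulation; plate controls were LPI-stimulated DMSO wells for no effect and DMSO wells without LPI for full effect; some results filed as inactive read as strong as hits; confirmed hits need IC50 under 10 µM and bright autofluorescent wells are also inconclusive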
# KOR beta-arrestin-1: KOR antagonists, beta-arrestin recruitment, cell-based, luminescence, uHTS (AID 1778); Kappa-type opioid receptor (Homo sapiens); KOR beta-arrestin recruitment, luminescence, antagonist mode; higher % means a stronger effect; one-dose inhibition, % at 10 µM; IC50 in µM for titrated hits; actives 0.091% (n = 290,000); in the data active = inhibition above about 50%; also: strong numbers were not always called active
# KOR beta-arrestin-2: KOR agonists, beta-arrestin recruitment, primary screen, cell-based, luminescence, uHTS (AID 1777) | actives 0.02% (n = 280,000) | KOR beta-arrestin recruitment, luminescence; higher % means a stronger effect | one-dose activation, % at 10 µM; EC50 in µM for titrated hits; in the data active = activation above about 50%, passing the limit was not always enough; also: a part of the inactive calls stands beside numbers as strong as those of hits
# Starred values were filed as active, the others as inactive; ? = inconclusive; nt = no result given; [ ] = another dose, or the depositor's remark.
SMILES,NOD1 inhibition,West Nile virus CPE,NS5 inhibitors,GPR35 arrestin U2OS,GPR55 activation,HIV fusion peptide,GPR55 LPI antagonism,KOR beta-arrestin-1,KOR beta-arrestin-2
COc1cccc(N2C(=O)C3ON(c4ccccc4)C(c4cccs4)C3C2=O)c1 (centres undefined),-2%,0.1%,0%,-2%,-0.1%,8.6%,5%,0%,-1.2%
CNS(=O)(=O)c1cccc(C(=O)OCC(=O)/C=C2/N(C)c3ccccc3C2(C)C)c1,35%,3.4%,-3%,7%,-0.2%,-0.4%,6%,nt,3.2%
CC1CCN(C(=O)c2ccc3ccccc3c2)CC1,-92%,-0.9%,-5%,-2%,0.0%,0.3%,3%,-9%,0.0%
CCCSCCCNC(=O)CN1C(=O)COc2ccc(S(=O)(=O)N3CCCC3)cc21,14%,-0.9%,-4%,-15%,-0.1%,0.6%,8%,-37%,0.2%
COCCNC(=O)c1cc(-c2ccccc2OC)on1,-28%,-0.1%,-2%,2%,-0.2%,-3.9%,-4%,-7%,3.1%
CCN(CC)c1ccc(NS(=O)(=O)c2ccc(-c3ccc(=O)[nH]n3)o2)c(C)c1,-19%,-0.6%,52%,50%,-0.2%,3.8%,-10%,-8%,1.8%
CC1(C)Cc2ccccc2-c2nnc(SCC(=O)N3CCN(c4ccccc4)CC3)n21,46%,0.3%,4%,-1%,0.0%,-1.0%,2%,4%,-1.9%
O=c1cc(-c2ccccc2)c2cc(Cl)c(O)c(CN3CCOCC3)c2o1,2%,-0.6%,2%,-15%,-0.1%,0.8%,1%,15%,4.1%
O=C(COc1ccccc1)N/N=C/c1cc2c(cc1[N+](=O)[O-])OCO2,-40%,-0.5%,-2%,-6%,-0.1%,-0.5%,7%,21%,-3.7%
CCOC(=O)C1=C(C)NC(=O)C(C(N)=O)C1c1ccccc1 (centres undefined),-16%,0.6%,-6%,8%,0.2%,1.8%,1%,-34%,4.7%
CCC(Sc1nccn1C)C(=O)Nc1cccc2ccccc12 (centres undefined),-16%,-0.3%,1%,2%,0.1%,0.7%,3%,4%,0.5%
COC(=O)CCC(=O)N1CCOCCOCCN(C(=O)CCC(=O)OC)CCOCCOCC1,18%,0.3%,-7%,2%,0.1%,3.2%,-2%,-2%,5.7%
CCOC(=O)C1CCN(C(=O)c2ccc(Cl)c(S(=O)(=O)N3CCOCC3)c2)CC1,-10%,0.0%,-3%,-7%,-1.0%,-0.6%,3%,-24%,0.4%
O=C(COC(=O)c1ccc(S(=O)(=O)N2CCCC2)cc1)Nc1ccc(N2CCOCC2)cc1,-15%,-0.1%,nt,-4%,-0.3%,-0.6%,-4%,-19%,0.7%
O=C(NCCCN1CCN(c2ccccc2)CC1)Nc1ccccc1C(F)(F)F,-9%,-0.2%,4%,20%,-0.1%,1.6%,10%,-44%,6.5%
O=C(CSc1ncccn1)NNC(=O)c1ccccc1,-37%,0.4%,2%,3%,0.2%,0.7%,8%,-26%,9.0%
COCc1cc(CN2CCN(Cc3ccsc3)C(CCO)C2)ccc1OC (centres undefined),-34%,0.7%,-9%,5%,-0.2%,0.3%,-6%,-14%[20 µM],nt
CCCNC(=O)C1CCN(c2nc(C)cc(C)n2)CC1,-16%,0.1%,8%,1%,-0.2%,-1.6%,-2%,-3%,-0.2%
CC1CCC(C(=O)NC(C(=O)NCCN2CCC(C)CC2)C(C)C)CC1 (centres undefined),-31%,-0.2%,6%,-10%,0.0%,-1.6%,0%,33%,-3.8%
COc1ccc(OC)c(-c2nnc(SCC(=O)N3CCCc4ccccc43)o2)c1,-9%,-0.1%,-8%,10%,-0.2%,-0.3%,-4%,8%,2.0%
COc1ccc(C2(C)NC(=O)N(CC(=O)Nc3ccc(-c4nc5ccc(C)cc5s4)cc3)C2=O)cc1 (centres undefined),-17%,-0.5%,nt,-22%,0.2%,-1.8%,7%,-20%,3.3%
CC(C)Cn1c(SCc2nnc(-c3cccs3)o2)nc(O)cc1=O,0%,0.8%,-4%,12%,0.7%,21%,5%,10%,3.5%
O=C(Oc1cc(=O)oc2c1c(=O)n1c3c(cccc23)CC1)c1ccc(F)cc1,-4%,-0.6%,nt,4%,-0.1%,-1.7%,6%,-5%,2.1%
COc1ccc(N(C)S(=O)(=O)c2ccc3c(c2)NC(=O)CO3)c(OC)c1,1%,0.6%,-9%,-10%,-0.1%,-0.4%,5%,-14%,1.6%
OCCC1CN(Cc2cccc3nccnc23)CCN1C1CCCC1 (centres undefined),23%,-0.4%,-1%,25%,0.3%,-0.9%,5%,16%,-3.8%
Cc1ccc(NC(=O)C2CCN(S(=O)(=O)c3ccc4c(c3)NC(=O)C(C)S4)CC2)cc1C (centres undefined),6%,0.2%,-11%,-15%,-0.2%,0.7%,-8%,14%,-5.3%
C/C=C/c1ccc(OCC(O)CN2CCCCCCC2)c(OC)c1 (centres undefined),-25%,-0.7%,1%,-2%,1.3%,0.5%,5%,-5%,-0.7%
COc1cc(/C=C(\C#N)c2nc3ccccc3s2)cc([N+](=O)[O-])c1O,-31%,0.7%,-13%,-2%,-0.5%,8.9µM*,-21%,-94%,-5.6%
Cc1cc(C(=O)Cn2nc(C(=O)O)c3ccccc3c2=O)c(C)n1-c1cccc(C(F)(F)F)c1,0%,0.8%,-2%,-8%,0.6%,0.6%,6%,12%,-0.5%
O=C(NCC1CCCO1)C1CC(c2ccccc2Cl)=NO1 (centres undefined),-19%,0.0%,-8%,13%,-0.2%,-1.9%,-8%,-12%,-5.1%
CCN(CC)S(=O)(=O)c1ccc(OC)c(NC(=O)c2cccc(C)c2[N+](=O)[O-])c1,-11%,?,-5%,3%,1.4%,-1.6%,10%,-12%,-5.7%
O=C(CSc1ccc(F)cc1)NC1CCCCC1,-55%,-0.3%,-6%,15%,-0.1%,-0.1%,-3%,-12%,-8.5%
CC(C)C(=O)NC(=O)COC(=O)/C=C/c1cccs1,-11%,-0.1%,-1%,-9%,-0.2%,0.0%,-5%,-47%,-0.8%
COCc1c(C(=O)NC(C)c2ccc(S(N)(=O)=O)cc2)oc2ccccc12 (centres undefined),-4%,-0.4%,-9%,19%,-0.4%,1.7%,3%,-8%,5.4%
COc1ccc(C(NC(C)=O)c2cc(Cl)c3cccnc3c2O)cc1 (centres undefined),-6%,?,2%,-7%,-0.3%,1.1%,-3%,-18%[20 µM],1.0%
Cc1cc(NC(=O)C(C)C)n(-c2nc3ccccc3s2)n1,-40%,-0.1%,-5%,-7%,0.2%,0.2%,12%,-4%,-0.1%
CCCCn1c(=O)[nH]c2ccccc21,5%,-0.1%,0%,7%,-0.1%,3.3%,0%,10%,0.7%
CCCSC1=C(C#N)C(c2cccs2)CC(=O)N1 (centres undefined),7%,-0.4%,1%,3%,-0.3%,-0.8%,-1%,34%,4.7%
CCCc1cc(=O)oc2cc(C)cc(OC(C)C(=O)NCc3ccccn3)c12 (centres undefined),-4%,-0.1%,-3%,-4%,0.2%,2.1%,9%,0%,2.3%
CCOc1ccc(OCC)c(NC(=O)CSc2nc3c(c(=O)n(C)c(=O)n3C)n2C)c1,-7%,nt,nt,2%,0.3%,0.1%,5%,-10%,-0.4%
CCN(CC)CC(C)CNC(=O)CC(C(=O)N1CCc2ccccc21)n1ccnc1 (centres undefined),-50%,0.4%,0%,9%,0.3%,-1.8%,-8%,35%,-6.2%
CCc1nc2sc3c(c2c(=S)[nH]1)CC(C)(C)OC3,-8%,0.4%,3%,5%,-0.1%,-1.1%,5%,-19%,2.8%
CCCOC(=O)C1C2C=CC3(CN(c4cccc(Cl)c4)C(=O)C13)O2 (centres undefined),1%,-0.4%,-4%,-5%,-0.1%,0.8%,8%,-8%,-3.8%
O=C(NC1CCCCC1)C(c1ccncc1)N(Cc1ccccc1)C(=O)c1ccc(-c2ccccc2)[nH]1 (centres undefined),15%,nt,-23%,-4%,-0.1%,0.9%,-3%,9%,7.8%
Cc1ccc(CN2CCSc3ccc(C(=O)NC4CCCC4)cc32)cc1,5%,0.0%,-9%,14%,-0.2%,0.7%,-1%,-19%,0.0%
O=C(c1ccccc1)C(O)C(c1ccccc1)N1CCOCC1 (centres undefined),-17%,-0.1%,-1%,12%,-0.1%,-2.4%,1%,10%,0.0%
O=C1CCC(C(=O)N2CCCCO2)CN1CCc1ccccc1 (centres undefined),-61%,0.4%,-5%,-4%,0.1%,-0.7%,8%,-26%,-2.1%
Cc1csc(NC(=O)CCNC(=O)c2ccccc2Cl)n1,-40%,0.0%,-5%,-9%,-0.4%,2.2%,-1%,-2%,1.4%
Cc1ccc(NC(=O)N2CCC(C(N)=O)CC2)cc1,-8%,0.0%,1%,-6%,-0.1%,-1.4%,-2%,28%,0.4%
CCn1c(C)nc2cc(C(=O)n3cc(C(=O)c4cc(F)ccc4O)cn3)ccc21,24%,nt,nt,1%,-0.2%,1.1%,-6%,7%,-2.2%
CCn1cnc2cc(NC(=O)c3cccs3)ccc21,-28%,0.7%,-3%,10%,-0.1%,-0.3%,4%,-18%[20 µM],nt
CC[n+]1c(/C=C2\C=C(C)CC(C)(C)C2)sc2ccccc21,21%,1.2%,49%,2%,0.0%,-0.2%,-1%,0%,2.5%

# Compound profiles, as listed above. Order of screens: NOD1 inhibition | West Nile virus CPE | NS5 inhibitors | GPR35 arrestin U2OS | GPR55 activation | HIV fusion peptide | GPR55 LPI antagonism | KOR beta-arrestin-1 | KOR beta-arrestin-2
# Record of CC1(C)Cc2ccccc2-c2nnc(SCC(=O)N3CCN(c4ccccc4)CC3)n21 = 46% | 0.3% | 4% | -1% | 0.0% | -1.0% | 2% | 4% | -1.9%
# Record of CCN(CC)S(=O)(=O)c1ccc(OC)c(NC(=O)c2cccc(C)c2[N+](=O)[O-])c1 = -11% | ? | -5% | 3% | 1.4% | -1.6% | 10% | -12% | -5.7%
# Record of Cc1csc(NC(=O)CCNC(=O)c2ccccc2Cl)n1 = -40% | 0.0% | -5% | -9% | -0.4% | 2.2% | -1% | -2% | 1.4%
# Record of O=C(c1ccccc1)C(O)C(c1ccccc1)N1CCOCC1 (centres undefined) = -17% | -0.1% | -1% | 12% | -0.1% | -2.4% | 1% | 10% | 0.0%
# Record of CCCSC1=C(C#N)C(c2cccs2)CC(=O)N1 (centres undefined) = 7% | -0.4% | 1% | 3% | -0.3% | -0.8% | -1% | 34% | 4.7%

# Screening data as filed in PubChem BioAssay.

# These rows are one share of the data; rates above refer to the full screens.
